# KCNH2 3.1 inh: KCNH2 3.1 (human) potassium channel inhibition. activity change, % (tested at about 1.8 µM). AID 720553. U2OS KCNH2 3.1, thallium flux FluxOr; hits give low values. hit rate 0.95% among 340,000;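 active = maximum activity change below -70%; inconclusive = maximum activity change from -70% to -50%; inactive = maximum activity change above -50%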;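 also: thallium influx rate constant from kinetic fluorescence after stimulation buffer; % is scaled to controls: 0 for no effect and ±100 for the full control effect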
#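 Thallium flux read-out: FluxOr dye with Red40 quencher in HBSS/HEPES, 45 min at RT. Rate constants from kinetic reads were normalized to positive and negative DMSO controls. Cells: U2OS virally expressing the 3.1 isoform.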
# AT treatment: potential ataxia-telangiectasia treatments restoring KAP-1 phosphorylation; […] A-T fibroblasts, KAP-1 phosphorylation AlphaLISA; neocarzinostatin DNA damage 30 min before lysis; hit rate 0.19% among 320,000; Potency, µM (doses to about 57.5 µM), inactives show at the highest dose activation, actives largely listed as activators; also: potency is read from the fitted curve at half-maximal effect; % of control where 0% means no effect; nearly all actives have a fitted effect of over 45% in size
#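 ATM-like activity read as KAP-1 phosphorylation via AlphaLISA donor/acceptor antibody pairs after lysis and 6 hr at 25C. Cells were ATM-null patient fibroblasts ([…], hTERT), dosed 60 min, then exposed to the DSB inducer NCS for 30 min.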
# Coupling enz: inhibits coupling enzyme system, counter-screen for aldolase hits; coupling enzyme system counterscreen, AmpLite Red fluorescence; activity change, negative = inhibition, % at 58.2 µM, hits read low; hit rate 0.67% among 290,000; in the data active = activity change below about -30%; also: % is scaled to controls: 0 for no effect and ±100 for the full control effect
#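 Counterscreen lacking aldolase: glyceraldehyde-3-phosphate coupling-enzyme reagent preincubated 10 min at RT with compound (at 57.5 uM final), then substrate/coupling system with AmpLite Red added; fluorescence read at 525/598 nm after 20 min RT.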
# MLL CXXC-DNA inh: MLL CXXC-DNA interaction inhibition | Potency, µM (top dose mostly 115 µM), for the others: top-dose activity change, negative = inhibition, hits mostly inhibitors | MLL-CXXC / FITC-HOXA9 DNA fluorescence polarization | hit rate 0.037% among 290,000; active = well fitted inhibition curve with a large enough effect in the polarisation, with a control signal flat, not every such curve was filed as active; inconclusive = small, poorly fitted or top-dose-only effect, or effect the other way, or a change in a side signal; inactive = no such curve, though single readings can be large or run the other way; the % refers to the polarisation; also: potency is read from the fitted curve at half-maximal effect
#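 Steps: dispense CXXC domain solution (7 uM) → pin compounds or unlabeled HOX-A9 DNA control → 5 min ambient → add FLSN-HOX-A9 solution (50 nM) → spin → 30 min ambient → fluorescence polarization. Tris pH 7.5/NaCl/DTT/BSA buffer.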
# Integrin act MD: integrin-mediated muscular dystrophy alleviation activation; alpha7betagal myoblasts, beta-gal FDG fluorescence, 48 h; Potency, µM (highest dose often 38.3 µM), inactives show at the top dose activation, usual class: activators; hit rate 0.064% among 350,000; AID 624291;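 also: potency is read from the fitted curve at half-maximal effect; 100% = response of the positive control SU9516; nearly all actives have a fitted effect of over 60% in size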
#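 alpha7betagal+/- myoblasts (passage 13, 250/well) treated 48 h at 37C with compounds at 1:260 dilution of DMSO stock. Lysed, then beta-galactosidase activity read as FDG fluorescence (ex 480/em 540) after 30 min, with pre-read for autofluorescence.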
# GALK inh: galactokinase (human) inhibition. Purified GALK, Kinase-Glo residual ATP luminescence. hit rate 0.007% among 270,000. Potency, µM (titrated, usually from 57.5 µM), inactives show at the top dose activity change, negative = inhibition, actives largely listed as inhibitors. P51570; also: potency is read from the fitted curve at half-maximal effect; % is scaled to controls: 0 for no effect and ±100 for the full control effect
#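 Luminescence from leftover ATP (Ultra-Glo luciferase/luciferin) served as read-out after a 1 h room-temperature reaction of 5 nM GALK with 35 uM ATP and 100 uM galactose.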
# TRPV1 agonist: agonists of human vanilloid receptor 1 (TRPV1); TRPV1-expressing cells, Fluo-8 calcium influx, agonist mode; activation, % at 8.33 µM; hit rate 0.19% among 320,000; AID 540275; in the data active = activation above about 80%; inconclusive = between about 30% and that limit; also: 0% is about no effect
#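 Cells expressing TRPV1 were dye-loaded with Fluo-8 and read kinetically: 10 s baseline, 3 min after compound (agonist portion), then 2 min after EC20 capsaicin (allosteric enhancer portion). Calcium-bound dye fluorescence at 480/520 nm.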
# S-ASM inh: inhibitors of human secretory acid sphingomyelinase; AID 504937; placental ASM, HMU-PC fluorogenic substrate, 60 min; hit rate 0.006% among 340,000; Potency, µM (doses to about 57.5 µM), without a hit: at the highest dose activity change, negative = inhibition, most hits filed as inhibitors; also: potency is read from the fitted curve at half-maximal effect
# Target sequence (P17405 47-631 limits assumed): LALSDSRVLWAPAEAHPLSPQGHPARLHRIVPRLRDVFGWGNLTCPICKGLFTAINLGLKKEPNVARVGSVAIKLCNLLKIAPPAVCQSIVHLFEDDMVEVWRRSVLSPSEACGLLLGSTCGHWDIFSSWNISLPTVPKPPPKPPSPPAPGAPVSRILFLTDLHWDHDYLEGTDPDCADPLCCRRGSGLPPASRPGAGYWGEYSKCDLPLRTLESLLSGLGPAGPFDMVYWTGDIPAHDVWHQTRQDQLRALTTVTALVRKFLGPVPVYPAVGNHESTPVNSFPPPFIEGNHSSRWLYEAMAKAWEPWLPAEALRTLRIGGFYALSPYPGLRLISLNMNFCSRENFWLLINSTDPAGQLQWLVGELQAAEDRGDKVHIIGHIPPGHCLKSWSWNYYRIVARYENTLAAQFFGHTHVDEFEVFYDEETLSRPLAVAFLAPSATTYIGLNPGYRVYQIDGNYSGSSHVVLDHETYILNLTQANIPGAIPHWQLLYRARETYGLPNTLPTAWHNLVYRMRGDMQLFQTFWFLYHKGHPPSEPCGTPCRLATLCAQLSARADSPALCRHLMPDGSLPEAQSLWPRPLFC
#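 HMU-PC0 cleavage (9 uM final) by human placental ASM, 60 min at 37 °C following 10 min compound exposure at RT; stopped at pH 10, fluorescence Ex 386/Em 447 nm.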
# KCNH2 WT inh: KCNH2 (human, wildtype) channel inhibition | U2OS, BacMam KCNH2, thallium flux FluxOr; hits give low values | activity change, % at 1.84 µM | hit rate 0.37% among 340,000;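 active = maximum activity change below -70%; inconclusive = maximum activity change between -70% and -50%; inactive = maximum activity change above -50%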; also: % is scaled to controls: 0 for no effect and ±100 for the full control effect
#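 U2OS cells transduced with wild-type KCNH2 virus are loaded with FluxOr dye for 45 min, and thallium flux is measured in kinetic reads before and after stimulation buffer. Rate constants are normalized to DMSO controls.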
# MBNL1-CUG inh: MBNL1-poly(CUG) RNA binding inhibition; Potency, µM (top dose mostly 57.5 µM), inactives show top-dose activity change, negative = inhibition, usual class: inhibitors; hit rate 0.036% among 280,000; TR-FRET MBNL1-His/biotin-(CUG)12 binding, 665/545 ratio; active = well fitted inhibition curve with a large enough effect in the signal ratio, with a control signal flat, not every such curve was filed as active; inconclusive = small, poorly fitted or top-dose-only effect, or effect the other way, or a change in a side signal; inactive = no such curve, though single readings can be large or run the other way; the % refers to the signal ratio; also: potency is read from the fitted curve at half-maximal effect; % is scaled to controls: 0 for no effect and ±100 for the full control effect
# Target sequence (Q9NR56 whole entry, looked up): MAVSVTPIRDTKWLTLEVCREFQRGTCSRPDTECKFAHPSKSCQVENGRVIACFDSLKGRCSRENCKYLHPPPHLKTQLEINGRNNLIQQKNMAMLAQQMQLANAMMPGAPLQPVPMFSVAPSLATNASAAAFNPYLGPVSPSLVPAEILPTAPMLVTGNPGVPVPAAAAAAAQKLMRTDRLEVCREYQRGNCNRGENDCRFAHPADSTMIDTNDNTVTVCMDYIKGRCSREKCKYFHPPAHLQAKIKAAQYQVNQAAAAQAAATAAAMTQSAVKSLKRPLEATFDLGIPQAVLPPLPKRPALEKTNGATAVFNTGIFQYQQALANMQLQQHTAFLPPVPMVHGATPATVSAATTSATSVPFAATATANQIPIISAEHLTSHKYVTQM
#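 Ratiometric TR-FRET (665 over 545 nm, excitation 340 nm) tracks disruption of MBNL1-His/biotin-(CUG)12 complex after 60 min at room temperature, with compounds at 92 nM to 58 uM final.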
# * hit, by the source's call; i = inactive; ? = inconclusive; nt = no result given; [ ] = another dose, or the depositor's remark. Unless noted, calls follow the shape of the dose curve; as a rule, active = well fitted curve in the direction sought with a large enough effect; inconclusive = small, poorly fitted or top-dose-only effect, or another doubt; inactive = no such curve, though single readings can be large; an effect the other way counts as inactive or inconclusive.
SMILES,KCNH2 3.1 inh,AT treatment,Coupling enz,MLL CXXC-DNA inh,Integrin act MD,GALK inh,TRPV1 agonist,S-ASM inh,KCNH2 WT inh,MBNL1-CUG inh
O=C(NCCS(=O)(=O)NCc1ccc(F)cc1)c1ccc2c(c1)OCO2,-10,1%,nt,nt,32%,nt,15,-1%,1,nt
COc1ccc([C@H]2Cc3cccc(O)c3C(=O)O2)cc1O,4,9%,nt,nt,-1%,nt,0,19%,-11,nt
Cc1oc2cc3oc(=O)c4c(c3cc2c1C)CCC4,-5,-3%,0,3%,1%,-2%,3,52%[activator],7,-1%
CCn1c(SCC(=O)NCCc2ccccc2)nc2c(c1=O)SC(C)C2 (configuration not stated),-6,17%,-1,-3%,-5%,0%,1,5%,6,-7%
CCOc1ccccc1OCC(=O)Oc1ccc(C)c(C)c1,4,0%,1,0%,-33%,3%,0,4%,-2,-5%
Cn1nccc1C(=O)N1CCCC(C(=O)c2ccc(Oc3ccccc3)cc2)C1 (configuration not stated),-2,9%,-5,1%,?,-2%,21,-4%,-9,-1%
CC1CCN(C(=O)C(NS(=O)(=O)c2cccc3nsnc23)c2ccccc2)CC1 (configuration not stated),2,-2%,1,0%,3%,2%,-1,4%,6,?
CC(=O)Oc1ccc(/C=C2\C=C(c3ccc(C)cc3)OC2=O)cc1,-3,3%,4,?,17%,5%,0,-2%,1,2%
CN(C)c1ccc(C=NCC2COc3ccccc3O2)cc1 (configuration not stated),-1,2%,2,1%,13%,12%,1,-1%,8,10%
Cc1nc2ccc(NC(=O)CSc3nnc(C)s3)cc2[nH]1,8,-2%,2,-2%,42%,-1%,-2,4%,5,-3%
C[C@@]12C(=O)N(CC3CC3)CC(=O)N1[C@H](/C=C/c1ccccc1)[C@@H]1C(=O)N(c3ccccc3)C(=O)[C@@H]12,8,8%,-3,0%,15%,nt,-8,4%,-3,-9%
Cc1cc(C)c(C)c(S(=O)(=O)NCC(=O)NCc2ccco2)c1C,6,1%,2,-2%,-14%,1%,4,0%,-1,-6%
C/C(=N\NC(=O)Cn1c(-c2ccccn2)nc2ccccc21)c1cccc(O)c1,2,-2%,3,-4%,-4%,-1%,-1,-1%,4,-7%
CSc1cccc(NC(=O)CN2C(=O)c3ccccc3S2(=O)=O)c1,12,-9%,-1,-3%,-5%,2%,-3,1%,-17,-13%
CCCN1C2CCCC1CC(NC(=S)Nc1cc(C)cc(C)c1)C2 (configuration not stated),-24,-4%,-1,11%,-51%[inhibitor],-2%,0,-1%,23,3%
Cc1ccc(N(C(=O)Cn2nnc(-c3ccc(C)o3)n2)C(C(=O)NC2CCCC2)c2ccco2)cc1 (configuration not stated),1,25%,1,20%,-16%,-2%,7,0%,2,-10%
COCCCNC(=O)CS(=O)Cc1nc(-c2ccccc2C)oc1C (configuration not stated),24,8%,5,0%,25%,2%,2,4%,5,-5%
COc1ccc(S(=O)(=O)n2ccc(-c3cnc(-c4ccccc4)s3)n2)cc1,-1,5%,1,-6%,-19%,0%,nt,-9%,-2,12%
COc1cccc(OCc2nnc(SCC(=O)OCc3ccccc3)o2)c1,-3,-8%,-2,-6%,14%[7.66 µM],0%,2,-5%,-7,-7%
O=C(Cc1ccccc1)NCC(=O)OCC(=O)c1cccc([N+](=O)[O-])c1,-22,18%,1,6%,-1%,0%,-4,1%,-13,?

# A different layout for some results above:
SMILES | KCNH2 3.1 inh | AT treatment | Coupling enz | MLL CXXC-DNA inh | Integrin act MD | GALK inh | TRPV1 agonist | S-ASM inh | KCNH2 WT inh | MBNL1-CUG inh
O=C(NCCS(=O)(=O)NCc1ccc(F)cc1)c1ccc2c(c1)OCO2 | -10 | 1% | nt | nt | 32% | nt | 15 | -1% | 1 | nt
COc1ccc([C@H]2Cc3cccc(O)c3C(=O)O2)cc1O | 4 | 9% | nt | nt | -1% | nt | 0 | 19% | -11 | nt
Cc1oc2cc3oc(=O)c4c(c3cc2c1C)CCC4 | -5 | -3% | 0 | 3% | 1% | -2% | 3 | 52%[activator] | 7 | -1%
CCn1c(SCC(=O)NCCc2ccccc2)nc2c(c1=O)SC(C)C2 (configuration not stated) | -6 | 17% | -1 | -3% | -5% | 0% | 1 | 5% | 6 | -7%
CCOc1ccccc1OCC(=O)Oc1ccc(C)c(C)c1 | 4 | 0% | 1 | 0% | -33% | 3% | 0 | 4% | -2 | -5%
Cn1nccc1C(=O)N1CCCC(C(=O)c2ccc(Oc3ccccc3)cc2)C1 (configuration not stated) | -2 | 9% | -5 | 1% | ? | -2% | 21 | -4% | -9 | -1%
CC1CCN(C(=O)C(NS(=O)(=O)c2cccc3nsnc23)c2ccccc2)CC1 (configuration not stated) | 2 | -2% | 1 | 0% | 3% | 2% | -1 | 4% | 6 | ?
CC(=O)Oc1ccc(/C=C2\C=C(c3ccc(C)cc3)OC2=O)cc1 | -3 | 3% | 4 | ? | 17% | 5% | 0 | -2% | 1 | 2%
CN(C)c1ccc(C=NCC2COc3ccccc3O2)cc1 (configuration not stated) | -1 | 2% | 2 | 1% | 13% | 12% | 1 | -1% | 8 | 10%
Cc1nc2ccc(NC(=O)CSc3nnc(C)s3)cc2[nH]1 | 8 | -2% | 2 | -2% | 42% | -1% | -2 | 4% | 5 | -3%
C[C@@]12C(=O)N(CC3CC3)CC(=O)N1[C@H](/C=C/c1ccccc1)[C@@H]1C(=O)N(c3ccccc3)C(=O)[C@@H]12 | 8 | 8% | -3 | 0% | 15% | nt | -8 | 4% | -3 | -9%
Cc1cc(C)c(C)c(S(=O)(=O)NCC(=O)NCc2ccco2)c1C | 6 | 1% | 2 | -2% | -14% | 1% | 4 | 0% | -1 | -6%

# Exported field by field: part of the list above
CN(C)c1ccc(C=NCC2COc3ccccc3O2)cc1 (configuration not stated)
  KCNH2 3.1 inh: -1; AT treatment: 2%; Coupling enz: 2; MLL CXXC-DNA inh: 1%; Integrin act MD: 13%; GALK inh: 12%; TRPV1 agonist: 1; S-ASM inh: -1%; KCNH2 WT inh: 8; MBNL1-CUG inh: 10%
Cc1nc2ccc(NC(=O)CSc3nnc(C)s3)cc2[nH]1
  KCNH2 3.1 inh: 8; AT treatment: -2%; Coupling enz: 2; MLL CXXC-DNA inh: -2%; Integrin act MD: 42%; GALK inh: -1%; TRPV1 agonist: -2; S-ASM inh: 4%; KCNH2 WT inh: 5; MBNL1-CUG inh: -3%

# Next results.
SMILES,KCNH2 3.1 inh,AT treatment,Coupling enz,MLL CXXC-DNA inh,Integrin act MD,GALK inh,TRPV1 agonist,S-ASM inh,KCNH2 WT inh,MBNL1-CUG inh
CCc1c(C)nc(SCC(=O)NNC(=O)c2ccco2)[nH]c1=O,-13,2%,nt,6%,?,-3%,2,6%,-5,0%
Cc1ccc(S[C@@H](CCN2CC[C@H](C)CCC2=O)c2ccccc2)cc1,-8,16%,0,-6%,0%,nt,?,-19%,0,3%
C#CC1(O)CCC2C3CCc4cc(O)cc(C)c4C3CCC21C (configuration not stated),-7,nt,nt,nt,-12%,nt,nt,-6%,2,nt
Clc1ccc(OCCCCCN2CCOCC2)cc1,-19,3%,0,0%,-16%,-3%,3,3%,5,-8%
COc1ccc(CCNC(=O)CSc2nn(-c3ccccc3)c(=S)s2)cc1OC,?,-8%,1,9%,-6%,-4%,7,1%,8,?
O=C(O)c1cc2c(s1)CCCC2,10,5%,2,2%,8%,1%,-9,4%,4,-22%
CC(CNC(=O)c1ccc(-c2ccccc2)cc1)CN(C)C (configuration not stated),-7,-6%,3,4%,-34%,-1%,0,0%,-1,-3%
COc1cc(NC(=S)N(C)C)c(OC)cc1Cl,?,1%,1,2%,27%,14%,-1,4%,-6,-4%
CCc1cc(=O)oc2c(C)c(O)c(CN(C)C)cc12,5,4%,0,11%,21%,1%,0,i,-3,41%[activator]
CCC1CCCCN1C(=O)Nc1cccc(NC(=O)N2CCCCC2CC)c1 (configuration not stated),-4,0%,13,-1%,-18%,0%,-1,-1%,-3,3%
COCCN(C(=O)CN1CCCc2ccccc21)c1c(N)n(Cc2ccccc2)c(=O)[nH]c1=O,5,7%,-2,13%,6%,-3%,-6,27%,-11,-4%

# Compounds were not picked by outcome (roughly 2% active in at least one column).
